Screening results: PubChem, The Scripps Research Institute Molecular Screening Center
MITF primary: blocks human microphthalmia-associated transcription factor; O75030; AlphaScreen MITF homodimerization, bead proximity signal; inhibition, % at 2.6 µM; hit rate 0.91% among 650,000; in the data active = inhibition above about 50%;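 also: 0% = vehicle wells with protein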
TEAD-YAP inh: TEAD-YAP interaction inhibition; HEK-TIYL cells, TEAD-Gal4/YAP UAS-luciferase luminescence; hit rate 1.4% among 640,000; inhibition, % at 9.12 µM; in the data active = inhibition above about 32%;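 also: 0% = median of test compound wells and 100% = reference inhibitor wells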
GPR151 ag: activates the human receptor GPR151. activation, % at 11.2 µM. AID 1508602. Q8TDV0. hit rate 1% among 650,000. PathHunter beta-arrestin GPR151 cells, luminescence; in the data active = activation above about 4.9%;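 also: 0% = median of compound wells and 100% = cells with positive control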
Target sequence (Q8TDV0 whole entry, looked up): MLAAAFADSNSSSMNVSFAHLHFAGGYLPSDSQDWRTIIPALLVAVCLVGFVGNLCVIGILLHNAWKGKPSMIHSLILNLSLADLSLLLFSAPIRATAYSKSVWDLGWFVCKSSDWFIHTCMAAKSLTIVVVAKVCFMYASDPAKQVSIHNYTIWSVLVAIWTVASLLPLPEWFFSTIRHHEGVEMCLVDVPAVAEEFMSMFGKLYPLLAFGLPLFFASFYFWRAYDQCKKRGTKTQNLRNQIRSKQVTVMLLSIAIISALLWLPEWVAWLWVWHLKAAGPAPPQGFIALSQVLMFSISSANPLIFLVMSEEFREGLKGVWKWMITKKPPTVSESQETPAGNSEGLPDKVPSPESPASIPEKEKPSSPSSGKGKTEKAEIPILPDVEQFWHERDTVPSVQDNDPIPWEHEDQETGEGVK
FBW7 activator: activators of human E3 ligase FBW7; AlphaScreen FBW7–phospho-cyclin E peptide binding, activator screen; hit rate 0.13% among 650,000; Q969H0; normalized activity (activation), % at 26.1 µM; in the data active = normalized activity above about 1.9%;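 also: purified mutant Fbw7 with reduced substrate affinity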
Target sequence (Q969H0 whole entry, looked up): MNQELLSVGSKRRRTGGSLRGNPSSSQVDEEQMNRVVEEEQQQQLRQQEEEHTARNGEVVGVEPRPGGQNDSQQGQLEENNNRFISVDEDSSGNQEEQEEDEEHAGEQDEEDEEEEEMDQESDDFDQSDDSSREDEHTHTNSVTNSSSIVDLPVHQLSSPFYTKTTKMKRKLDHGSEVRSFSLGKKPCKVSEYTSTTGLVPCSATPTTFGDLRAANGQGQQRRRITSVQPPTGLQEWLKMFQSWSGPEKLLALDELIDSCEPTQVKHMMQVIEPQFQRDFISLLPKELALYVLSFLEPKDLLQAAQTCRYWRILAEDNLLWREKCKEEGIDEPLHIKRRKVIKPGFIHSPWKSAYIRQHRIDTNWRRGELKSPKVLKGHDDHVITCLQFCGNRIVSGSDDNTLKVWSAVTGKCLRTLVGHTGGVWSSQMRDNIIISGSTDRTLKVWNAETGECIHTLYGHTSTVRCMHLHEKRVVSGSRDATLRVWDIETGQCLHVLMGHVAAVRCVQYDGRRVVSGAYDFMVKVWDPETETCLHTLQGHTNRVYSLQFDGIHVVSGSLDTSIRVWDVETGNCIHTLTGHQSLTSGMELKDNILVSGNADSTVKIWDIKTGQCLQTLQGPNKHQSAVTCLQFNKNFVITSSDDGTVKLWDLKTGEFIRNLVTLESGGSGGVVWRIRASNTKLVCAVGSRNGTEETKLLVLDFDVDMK
* = called active by the depositor; & = joins results of further samples.

SMILES	MITF primary	TEAD-YAP inh	GPR151 ag	FBW7 activator
CSc1nsc(SCC(=O)Nc2nccs2)n1	-8	-2	1.5	-0.2
Cc1nn(C)c(C)c1-c1nc2c(NCCO)ncnc2n1C(C)C	0	-2	-0.7	0.2
CCC1CN(CCNC(=O)[C@@H]2C[C@@H]3C=C[C@H]2C3)Cc2cc(OC)ccc2O1 (stereo partly specified)	4	5	1.2	0.2
CC(C)c1ccc(Nc2cc(C(=O)NCCN3CCOCC3)c3ccccc3n2)cc1	-4	16	0.8	-0.1
CCN(C(=O)COC(=O)c1ccc(-n2ccnc2)c([N+](=O)[O-])c1)c1cccc2ccccc12	-11	-8	1.0	-0.1
Cc1cnc(-c2ccc(C(=O)N3CCN(C)CC3)cc2)nc1NC1CCN(Cc2ccccc2)CC1	12	7	-0.7	0.1
CC(=O)Nc1ccc(NC(=O)c2ccc(N3C(=O)C4CC(C)=CC(C)C4C3=O)cc2)cc1 (stereo unspecified)	-1	-11	-0.8	0.0
Cc1ccc(C(=O)NCC(=O)OCC(=O)NC2CCCC(C)C2C)cc1 (stereo unspecified)	24	-6	-0.2	0.6
CCOC(=O)c1nnn(CC(=O)Nc2ccc3c(c2)OCO3)c1C(=O)OCC	12	13	-1.1	0.6
O=C(CN1C(=O)C2C3CCC(C3)C2C1=O)Nc1cccc(Cl)c1 (stereo unspecified)	11	-8	-0.8	-0.1
Cn1c(=O)[nH]c(=O)c2c1nc(N1CCN(CCO)CC1)n2Cc1ccc(F)cc1	6	-6	0.4	-0.1
CCOC(=O)Cc1csc(NC(=O)CSc2nc(C)nc3sc(C)c(C)c23)n1	-3	13	0.6	-0.1
CCOc1ccc(OCC)c(NC(=O)CCCn2c(=O)[nH]c3ccccc3c2=O)c1	-3	-4	0.7	-0.1
Cn1c(=O)[nH]c(=O)c2c1nc(NCCCO)n2CCc1ccccc1	12	8	0.4	-0.1
CCCCCCCC(=O)N/N=C(\C)c1ccc(N)cc1	6	5	-0.9	0.1
COC(=O)c1ccc(CSC2=C(C#N)C(c3cccnc3)C3=C(CCCC3=O)N2)cc1 (stereo unspecified)	4	2	-1.4	-0.1
O=[N+]([O-])c1ccc(S(=O)(=O)Nc2cccc(-c3cn4cccnc4n3)c2)cc1	-4	-7	0.1	-0.3
COc1ccc(OC)c(Cc2nc3cc(C)c(C)cc3[nH]c2=O)c1	2	5	-0.2	-0.1
O=C(CNC(=O)c1ccc(Cl)cc1Cl)OCC(=O)c1cc2ccccc2o1	2	1	-1.0	-0.1
O=C(Nc1ccccn1)C1CCC(=O)N1C(=O)OCc1ccccc1 (stereo unspecified)	13	5	-0.2	0.1
CC1(C)C2CCC1(C)C(NCC(O)COCc1ccccc1F)C2 (stereo unspecified)	65*	-1	0.9	-0.3
CC(=O)c1c(C)[nH]c(C(=O)Nc2cc(C)ccn2)c1C	-8	-22	-0.6	-0.4
O=C1C2C3c4ccccc4C(c4ccccc43)C2C(=O)N1CCCO (stereo unspecified)	16	8	0.3	0.5
O=C(NCCOc1ccccc1)c1cccc(Nc2ccc(N3CCOCC3)cc2)n1	1	47*	3.6	-0.2
CCOC(=O)Nc1ccc(S(=O)(=O)Nc2onc(C)c2C)cc1	11	7	1.3	0.1
CCC(=O)Oc1cc2oc(CC)c(-c3ccc4c(c3)OCO4)c(=O)c2cc1CC	0	-2	1.0	-0.1
CC(=O)N1CCN(c2nc(C3CCCCC3)nc3sc4c(c23)CCCC4)CC1	-12	-6	-1.3	-0.1
COC(=O)c1c(NC(=O)c2cc([N+](=O)[O-])cc([N+](=O)[O-])c2)c(C#N)c(C)n1-c1ccccc1	7	10	-0.4	-0.1
Cc1ccc(NC(=O)c2cnc3n(c2=O)CCS3)cc1C	0	-31	-0.1	0.0
Cc1ccc(C(=O)Nc2ccccn2)cc1[N+](=O)[O-]	19	-36	-4.0	0.4
O=C1CCCC2=C1C(c1cccc(Br)c1)C1=C(CCCC1=O)O2	-1	-3	0.1	0.1
CC1CCC(N2CC(=O)N(Cc3ccc4c(c3)OCO4)C(c3ccc(F)cc3)C2=O)CC1 (stereo unspecified)	10	7	-0.8	0.0
CCOc1ccccc1N1CCN(C(=O)C(F)(F)F)CC1	20	2	-1.3	0.5
O=C(/C=C\c1ccco1)CC(O)(c1ccccc1)C(F)(F)F (stereo unspecified)	4	-3	-0.9	-0.2
Cc1ccc2c(c1)C(c1ccccc1)=NNC(c1ccccc1)=N2	7	-24	-0.3	0.0
COc1ccc(Cl)cc1N(CC(=O)Nc1ccc(C)c(Cl)c1)S(C)(=O)=O	20	0	1.0	0.5
COc1ccc(/C=N/NC(=O)C(=O)Nc2cccc(C)c2)cc1OC	-9	-6	1.4	0.0
COc1ccc(Cl)cc1Nc1c(-c2ccc3c(c2)OCC(=O)N3)c(=O)c1=O	9	3	-1.1	0.2
C=Cc1ccc(C(=O)NCC2CCC3(CCN(C(=O)c4ccoc4)CC3)O2)cc1 (stereo unspecified)	-1	4	1.4	-0.1
COc1ccc(C(C)=O)cc1COc1ccc(C#N)cc1	-9	-3	-0.7	0.0
N#Cc1c(-c2ccccc2)cc(-c2cccs2)nc1SCCS(=O)Cc1ccccc1 (stereo unspecified)	11	-5	-0.3	0.1
CCOc1ccc(C(c2nnnn2Cc2cccs2)N2CCN(CC)CC2)cc1 (stereo unspecified)	-10	3	0.4	-0.1
CCCNC(=O)c1cncc(-c2csc3ccccc23)c1	-8	-2	-0.1	0.0
O=C(NCCOc1cccc(Cl)c1Cl)C(Cc1ccc(O)cc1)c1ccccc1 (stereo unspecified)	6	-11	1.7	0.4
CC1(C)C(c2ccco2)=[N+]([O-])C2(CCCCC/C2=N\NC(N)=S)N1O (stereo unspecified)	-1	1	0.7	0.0

Ordered by SMILES length (largest number first): part of the list above
SMILES	MITF primary	TEAD-YAP inh	GPR151 ag	FBW7 activator
O=[N+]([O-])c1ccc(S(=O)(=O)Nc2cccc(-c3cn4cccnc4n3)c2)cc1	-4	-7	0.1	-0.3
O=C(NCCOc1cccc(Cl)c1Cl)C(Cc1ccc(O)cc1)c1ccccc1 (stereo unspecified)	6	-11	1.7	0.4
CCOC(=O)Nc1ccc(S(=O)(=O)Nc2onc(C)c2C)cc1	11	7	1.3	0.1
Cc1ccc(C(=O)Nc2ccccn2)cc1[N+](=O)[O-]	19	-36	-4.0	0.4

(next part)
SMILES	MITF primary	TEAD-YAP inh	GPR151 ag	FBW7 activator
COc1ccc(C)cc1N(C)C(=O)c1coc(=O)c2ccccc12	18	4	0.8	0.0
O=C(NCC1CCC2(CCN(C(=O)c3ccc4[nH]ccc4c3)CC2)O1)c1ccccn1 (stereo unspecified)	0	1	1.3	-0.2
Cc1ccccc1NC(=O)c1ccc(Br)o1	21	-16	-1.7	0.2
Cc1ccc(NC(=O)c2cccnc2C(=O)Nc2ccc(C)cc2)cc1	16	7	0.5	-0.1
CCOc1ccc(C(=O)Nc2ccc(Cc3ccncc3)cc2)cc1Br	6	4	0.5	0.0
Cc1ccccc1-c1cnnc(N(C)CC2CCN(CC(C)C)C2)n1 (stereo unspecified)	3	3	2.6	-0.1
Nc1cc(=O)[nH]c2nnc(SCC(=O)O)n12	-14	0	-0.9	0.2
COc1ccc(C2C3=C(Nc4c2c(=O)n(C)c(=O)n4C)c2ccccc2C3=O)cc1O (stereo unspecified)	1	11	-1.1	0.1
O=C(NC(=S)NCc1ccco1)c1ccccc1F	1	-3	-0.8	-0.1
CC1=C(C(=O)Nc2ccc(Br)cc2)C(c2ccccc2O)NC(=S)N1 (stereo unspecified)	9	2	-0.1	-0.2
CN(C)C(CNC(=O)c1ccc(Br)cc1)c1cccs1 (stereo unspecified)	14	-13	0.1	-0.1
CCOC(=O)C1CCCN(C(=O)c2ccc(Br)cc2)C1 (stereo unspecified)	-11	2	0.9	0.2
Cc1ccc(S(=O)(=O)N2CCSC2c2ccccc2)cc1[N+](=O)[O-] (stereo unspecified)	-8	3	0.5	-0.1
COC(=O)c1ccc(NC(=O)/C(=C\c2ccc(F)cc2)NC(=O)c2ccccc2OC)cc1	-1	6	-1.3	0.2
O=C(Nc1ccccc1)c1csc(-c2ccccc2)n1	-2	-16	1.0	-0.1

Grouped by structure, those above containing a thiophene ring, fused or not (six)
SMILES	MITF primary	TEAD-YAP inh	GPR151 ag	FBW7 activator
CCOC(=O)Cc1csc(NC(=O)CSc2nc(C)nc3sc(C)c(C)c23)n1	-3	13	0.6	-0.1
CC(=O)N1CCN(c2nc(C3CCCCC3)nc3sc4c(c23)CCCC4)CC1	-12	-6	-1.3	-0.1
N#Cc1c(-c2ccccc2)cc(-c2cccs2)nc1SCCS(=O)Cc1ccccc1 (stereo unspecified)	11	-5	-0.3	0.1
CCOc1ccc(C(c2nnnn2Cc2cccs2)N2CCN(CC)CC2)cc1 (stereo unspecified)	-10	3	0.4	-0.1
CCCNC(=O)c1cncc(-c2csc3ccccc23)c1	-8	-2	-0.1	0.0
CN(C)C(CNC(=O)c1ccc(Br)cc1)c1cccs1 (stereo unspecified)	14	-13	0.1	-0.1

Later entries
SMILES	MITF primary	TEAD-YAP inh	GPR151 ag	FBW7 activator
CN1CCN(c2ccc(-c3cnc4c(NCc5ccc(F)cc5)nccn34)cn2)CC1	-27	-2	-1.4	0.0
Cc1cc(N)[n+]2c(n1)SCC2	-12	-8	-0.1	0.0
c1ccc(Nc2nc(NC3CC3)c3[nH]cnc3n2)cc1	-1	-11	-2.1	0.0
CC(C)OCCCNC(=O)c1cc(Br)c(Br)s1	0	5	0.7	0.1
COc1ccccc1-n1nnc(C(=O)Nc2cccc(C(F)(F)F)c2)c1C	-1	-40	1.8	0.2
O=C1CCCN1CCCn1c(=S)[nH]c2ccccc2c1=O	-3	-1	1.6	0.0
O=C1C(CCS(=O)c2ccccc2)C(=O)N(c2ccccc2)N1c1ccccc1 (stereo unspecified)	1&-9&1	6	0.2&0.3&0.6	0.0&-0.1&-0.1
COC(=O)c1ccc2nc(-c3ccc4c(c3)OCO4)cn2c1	5	24	-4.0	0.1
O=C1N[C@@H](Cc2ccccc2)C(=O)N2CCN(Cc3cccs3)C[C@H]12	4	6	-0.2	0.1
CC(NC(=O)c1cc(=O)c2ccccc2o1)C1CC2CCC1C2 (stereo unspecified)	12	-5	-1.2	0.0
COc1ccccc1C1CN(CC(=O)N[C@H]2CCCCNC2=O)Cc2ccccc2O1 (stereo partly specified)	3	6	0.3	-0.1
O=C(Nc1ccc2oc(-c3cc(Br)ccc3Cl)nc2c1)c1cc(I)ccc1Cl	-9	-4	-0.8	0.2
COc1ccc(-n2c(SCC(=O)c3ccc(Cl)cc3)nc3[nH]ncc3c2=O)cc1	2	7	-2.0	-0.1
COCCNC(=O)C1CCCN(Cc2nc(-c3cccc(C)c3)oc2C)C1 (stereo unspecified)	11	-10	0.1	0.1
COC(=O)[C@@H]1CCCN1C(=O)CCC1(Cc2ccc(F)cc2)CCC(=O)N1 (stereo partly specified)	5	-1	-0.3	1.4
O=C1C(Cl)=C(Cl)C(=O)N1c1ccccc1	15	9	-0.9	0.7
O=C(N=Nc1c(O)[nH]c2ccc(F)cc12)c1ccncc1	-4	-4	-0.3	0.1
COc1ccccc1CNc1nc2nc(C)c(Cl)c(C)n2n1	5	4	0.5	0.1
NS(=O)(=O)c1ccc(CCNC(=O)CNS(=O)(=O)c2cccs2)cc1	80*	6	-0.9	0.0
COCCNC(=O)c1nn(-c2ccc(C)cc2)c(=O)c2c1c1ccccc1n2C	4	9	0.0	0.1
O=C(c1cccc(F)c1)N1CCN(C(=O)c2cc(-c3ccccc3F)no2)CC1	-8	-4	-1.5	-0.1
Clc1ccc(CCNc2nnnn2-c2ccccc2)cc1	2	-3	0.3	0.1
O=C(COc1ccccc1Br)Nn1c(SCC(=O)c2ccc(Cl)cc2)nc2ccsc2c1=O	-1	-5	-0.4	-0.1
CCOC(=O)C1CCN(C(=O)COc2cc(C)c(Cl)c(C)c2)CC1	10	-8	1.1	-0.1
CCOC(=O)C1=C(N)N(c2cccc(Cl)c2C)C2=C(C(=O)CCC2)C1c1ccc(OC)c(OC)c1 (stereo unspecified)	6	-8	1.1	0.8
O=C(c1nn2c(C(F)(F)F)cc(-c3ccccc3)nc2c1Cl)N(Cc1ccccc1)Cc1ccccc1	-8	-10	-1.1	-0.3
CC(NC(=O)C(=O)NCc1ccc(F)cc1)c1ccccc1 (stereo unspecified)	6	2	1.3	-0.1
COCCn1c(C)cn2c3c(=O)n(CC(=O)c4ccccc4)c(=O)n(C)c3nc12	6	-2	0.7	-0.1
O=C(NCc1ccccn1)c1ccc(C2CCCCC2)cc1	16	-64	-0.5	-0.1
CC1=NN(c2cccc(F)c2)C(=O)/C1=C\c1cccc([N+](=O)[O-])c1	4	3	-0.6	0.1
COCCn1c(SC)nnc1-c1ccccc1OC	-3	-11	-1.6	-0.2
CC(=O)c1ccc(S(=O)(=O)N(C)Cc2ccccc2Cl)cc1	2	-8	1.0	-0.1
CC(C)(CO)C(O)C(=O)NCCC(=O)NCCSSCCNC(=O)CCNC(=O)C(O)C(C)(C)CO (stereo unspecified)	-9&18&2	-8&5&-4	0.1&-0.8&-1.8	0.8&0.1&-0.1
Cn1c(=O)sc2cc(S(=O)(=O)O)ccc21	15	16	-0.4	0.6
O=C(Nc1cccc(Cl)c1)c1cc(S(=O)(=O)N2CCN(Cc3ccccc3)CC2)ccc1F	22	9	0.3	0.0
O=C(CN1CCCN(Cc2ccc(F)cc2Cl)C1=O)NCc1ccccc1Cl	2	4	-1.2	0.0
Cc1nc2c(C#N)cnn2c2c1CCS2	3	4	1.6	0.1
COc1ccc(/C=N/NC(=O)COc2cccc(C)c2)cc1	13	0	1.9	0.0
Cc1ccc(-c2nnc(Nc3ccc4c(c3)OCO4)c3ccccc23)cc1S(=O)(=O)NCc1ccccn1	-3	1	-0.9	-0.1
